# Bioassay records from PubChem BioAssay.
# SW480 rerep: A quantitative high throughput screen for small molecules that induce DNA re-replication in SW480 colon adenocarcinoma cells. SW480 DNA re-replication, Hoechst DNA content imaging, 48 h. Potency, µM (top dose mostly 46.1 µM), for inactives: at the top dose re-replication activation, hits mostly activators. 340,000 compounds, 1.8% hits; also: potency is read from the fitted curve at half-maximal effect; % of control where 0% means no effect; nearly all actives have a fitted effect of over 55% in size
#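 250 cells/well; 23 nL cpd via pin tool; 48 hr, 37 C, 5% CO2; Hoechst 40 min; imager read of total nuclear intensity, ex 405/em 500-530 nm.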
# IL-1B inflam inh: qHTS for Inhibitors of Inflammasome Signaling: IL-1-beta AlphaLISA Primary Screen. THP-1 LPS/ATP IL-1B secretion, AlphaLISA, 16 h; active compounds read low. activity change, % at 57.5 µM. 360,000 compounds, 4.7% hits. AID 743279, 2014; in the data active = activity change below about -50%; inconclusive = mostly about -30% to -49%; also: % is scaled to controls: 0 for no effect and ±100 for the full control effect
#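 Secreted IL-1B measured by AlphaLISA bead assay after 16 h compound exposure of THP-1 cells; compounds (final up to 57.5 uM) added 1 h before LPS (250 ng/mL) and ATP (1.25 mM) stimulation; lower signal means less secretion.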
# MCF10A rereplic: A quantitative high throughput screen for small molecules that induce DNA re-replication in MCF 10a normal breast cells; MCF 10A DNA re-replication, Hoechst nuclear intensity, 48 h; Potency, µM (top dose mostly 46.1 µM), inactives show at the top dose activity, positive = re-replication, hits mostly activators; 350,000 compounds, 2.9% hits; also: potency is read from the fitted curve at half-maximal effect; % of control where 0% means no effect; nearly all actives have a fitted effect of over 50% in size
# KB-V1 MDR tox: qHTS assay for MDR1-selective chemotherapeutics: Primary screen using the drug-selected MDR subline cells KB-V1 | KB-V1 MDR cells viability, CellTiter-Glo, 72 h | Potency, µM (highest dose often 46.1 µM), without a hit: top-dose activity change, negative = cytotoxicity, actives largely listed as cytotoxic | 400,000 compounds, 3.4% hits | AID 1347076, 2019; also: potency is read from the fitted curve at half-maximal effect; % is scaled to controls: 0 for no effect and ±100 for the full control effect; nearly all actives have a fitted effect of over 60% in size
#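 qHTS viability screen in drug-selected KB-V1 MDR cells: 72 h compound treatment at 37 degrees C, ATP luminescence end point.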
# HT1080 IDH1KD tx: qHTS for induction of synthetic lethality in tumor cells producing 2HG: qHTS for the HT-1080-IDH1KD cell line | HT-1080 IDH1 knockdown viability, ATP luminescence, 48 h | Potency, µM (titrated, usually from 46.1 µM), for inactives: top-dose activity, negative = toxicity, actives largely listed as cytotoxic | 360,000 compounds, 2% hits | AID 686971, 2013;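 also: potency is read from the fitted curve at half-maximal effect; 0% = DMSO wells and -100% = cell-free medium wells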
#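 Luminescent ATP read-out (CellTiter-Glo, 10 min at room temperature) after 48 h compound exposure at 37 °C gave viability of IDH1-knockdown HT-1080 cells. Activity was normalised to DMSO and cell-free wells, then fitted as concentration-response curves.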
# KB-3-1 cytotox: qHTS assay for MDR1-selective chemotherapeutics: Primary screen using the parental adenocarcinoma cell KB-3-1. KB-3-1 viability, CellTiter-Glo ATP luminescence, 72 h. Potency, µM (titrated, usually from 46.1 µM), without a hit: at the highest dose activity change, negative = cytotoxic, actives largely listed as cytotoxic. 400,000 compounds, 1.4% hits. AID 1347075, 2019; also: potency is read from the fitted curve at half-maximal effect; % is scaled to controls: 0 for no effect and ±100 for the full control effect; nearly all actives have a fitted effect of over 60% in size
#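 Cytotoxicity in the drug-sensitive parental line KB-3-1 was scored as loss of CellTiter-Glo luminescence following 72 h incubation with compound. Values come from curve fitting of normalized concentration-response data.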
# S2 tox: Viability Counterscreen for Primary qHTS for Inhibitors of ATXN expression | S2 cells (HEK-293 line with an ATXN2-luciferase reporter) viability, CellTiter-Fluor protease fluorescence, 24 h | Potency, µM (series often up to 56.7 µM), hits mostly cytotoxic | 400,000 compounds, 0.49% hits; also: potency is read from the fitted curve at half-maximal effect; nearly all actives have a fitted effect of over 40% in size
# ATXN2 expr inh: Primary qHTS for Inhibitors of ATXN expression | 360,000 compounds, 0.72% hits | Potency, µM (doses to about 57 µM), for inactives: at the top dose activity change, negative = inhibition, actives largely listed as inhibitors | HEK-293 ATXN2-luciferase reporter, luminescence, 24 h | AID 1745845, 2022; also: potency is read from the fitted curve at half-maximal effect; % is scaled to controls: 0 for no effect and ±100 for the full control effect; nearly all actives have a fitted effect of over 55% in size
#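 qHTS (up to 57 uM final) was run with 24 h compound exposure of reporter cells at 37 °C. Each well was multiplexed: SteadyGlo luminescence measured ATXN2-luciferase expression after a fluorogenic Gly-Phe-AFC viability readout (25 uM final).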
# HT1080NT lethal: qHTS for induction of synthetic lethality in tumor cells producing 2HG: qHTS for the HT-1080-NT fibrosarcoma cell line; HT-1080-NT fibrosarcoma viability, CellTiter-Glo ATP luminescence, 48 h; Potency, µM (titrated, usually from 46.1 µM), for the others: at the highest dose activity, negative = less viability, actives largely listed as cytotoxic; 360,000 compounds, 1.6% hits; AID 686970, 2013;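 also: NT is the 2HG producing partner of a matched IDH1 knockdown line; potency is read from the fitted curve at half-maximal effect; 0% = DMSO-treated cells and -100% = media-only wells without cells; nearly all actives have a fitted effect of over 55% in size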
#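 Toxicity toward the 2HG-producing NT line was scored as %Activity, normalised to DMSO and no-cell wells, from CellTiter-Glo luminescence after 48 hours' treatment.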
# An asterisk follows results filed as active; i = inactive; ? = inconclusive; . = no result given; [ ] = dose if it differs, or a comment. Unless noted, calls follow the shape of the dose curve; as a rule, active = well fitted curve in the direction sought with a large enough effect; inconclusive = small, poorly fitted or top-dose-only effect, or another doubt; inactive = no such curve, though single readings can be large; an effect the other way counts as inactive or inconclusive.
SMILES,SW480 rerep,IL-1B inflam inh,MCF10A rereplic,KB-V1 MDR tox,HT1080 IDH1KD tx,KB-3-1 cytotox,S2 tox,ATXN2 expr inh,HT1080NT lethal
CCOC(=O)CSc1nnc(Cn2nnc3ccccc32)n1-c1ccc(F)cc1,-6%,.,-2%,-2%,2%,10%,i,37%,9%
CC(C(=O)Nc1ccccc1)N(C)CCOc1ccccc1 (stereo not given),-2%,-8,-1%,-15%,-5%,17%,i,-8%,0%
N=c1ccn(Cc2cccc(F)c2)cc1,?,15,-3%,0%,-22%,23µM*,i,-23%,?
Cc1ccc(/C=C(\C#N)C(=O)Nc2ccccn2)o1,-4%,0,2%,10%,4%,6%,i,55%[activator],4%
COC(=O)[C@@]12C[C@@H](CC(=O)N3CCSCC3)C(=O)N(CCc3ccc(OC)c(OC)c3)C1=CCC(C)(C)C2,.,?,.,?,1%,-14%,.,.,2%
COc1cc(NC(=S)N2CCCC(CO)C2)cc(OC)c1 (stereo not given),0%,19,14%,11%,16%,9%,i,-1%[11.3 µM],-3%
CC1(C(=O)O)CCCN1C(=O)c1cccc(C(F)(F)F)c1 (stereo not given),.,-10,.,5%,10%,0%,i,20%,-2%
S=C(NCC1CCCO1)N1CCN(c2nc(-c3ccccc3)cs2)CC1 (stereo not given),?,-58*,11%,-23%,-29%,?,?,-20%[11.3 µM],-15%
Cc1ccc(NC(=O)c2ccc(CSc3nnc(-c4ccncc4)n3C)cc2)c(C)c1,6%,-16,5%,8%,6%,5%,i,5%,10%
COc1cccc(-c2oc3c(c2-c2ccc(Br)nc2)C(O)CCC3)c1 (stereo not given),.,-25,.,-7%,-8%,-22%,?,0%,-15%
O=C(NNC(=O)c1sccc1-n1cccc1)c1ccccc1,-2%,7,-6%,18%,14%,9%,i,-3%,9%
Cc1cccc(NC(=S)N(CCCN2CCOCC2)Cc2ccccn2)c1,-7%,2,19%,-9%,4%,23%,i,-16%,0%
CCc1c(C)sc(NC(=O)c2cc(-c3ccc(O)cc3)on2)c1C#N,15µM*,-3,12µM*,-19%,-5%,-5%,?,-25%,2%
Cn1c(CC(=O)Nc2ccccc2F)nnc1SCC(=O)NC1CCCCC1,-5%,-4,-2%,12%,6%,2%,i,2%,12%
Cc1ccc2ccccc2c1NC(=O)CNCc1ccccc1,.,25,.,-27%,-1%,2%,i,.,-12%
CCn1cc([N+](=O)[O-])c(C(=O)Nc2ccc(Br)cn2)n1,-4%,?,2%,-1%,12%,23%,i,5%,14%
CC(=O)c1ccc(NC(=O)C2CCCN(c3ncnc4c3nc3n4CCCCC3)C2)cc1 (stereo not given),-10%,-61*,14%,-20%,8%,-17%,i,0%,2%
N#Cc1nc(Cc2ccccc2)oc1N1CCCC1,-4%,-7,2%,-2%,7%,4%,i,33%,-1%
CC(=O)c1ccc2c(c1)C1C=CCC1C(C(=O)O)N2 (stereo not given),-12%,-9,-7%,-15%,-1%,-17%,i,-9%,-17%
Cc1occc1C(=O)Nc1cccc(C(F)(F)F)c1,-2%,-2,2%,3%,11%,0%,i,3%,4%
Cc1ccc(OCC(O)CN2CCOCC2)c(C)c1 (stereo not given),-9%,7,-6%,10%,2%,-4%,i,.,0%
COc1ccc(C2N(c3cc(Cl)ccc3OC)C(=O)C3CCCN32)cc1OC (stereo not given),1%,-17,-6%,2%,-8%,0%,i,-12%,-4%
Cc1cc(C)c2cc(CN(CCO)C(=O)Nc3ccc(F)cc3)c(=O)[nH]c2c1,0%,.,6%,-2%,2%,0%,i,-5%,-3%
COC(=O)COc1ccc(-n2cnnn2)cc1,-10%,39,-1%,-3%,12%,-3%,i,-1%,13%
CCN(C[C@H]1N[C@@](C)(C(=O)OC)[C@H]2C(=O)N(Cc3ccccc3)C(=O)[C@@H]12)C(=O)c1ccccc1,1%,7,1%,-1%,13%,1%,i,10%,-2%

# The list goes on:
SMILES,SW480 rerep,IL-1B inflam inh,MCF10A rereplic,KB-V1 MDR tox,HT1080 IDH1KD tx,KB-3-1 cytotox,S2 tox,ATXN2 expr inh,HT1080NT lethal
O=C(Nc1cccnc1Cl)c1cccc(S(=O)(=O)N2CCOCC2)c1,-3%,8,-2%,-7%,1%,-2%,i,9%,15%
COC(=O)c1[nH]c(C)c(/C(O)=C2\C(=O)C(=O)N(CCN(C)C)C2c2ccccc2OC)c1C (stereo not given),7%,8,18%,-17%,?,0%,i,-3%,5%
COc1ccc(C(=O)N2CCN(C(C)=O)CC2)cc1S(=O)(=O)NCc1ccc(Cl)cc1,-6%,12,-4%,17%,0%,15%,i,-5%,5%
CCc1ccccc1NC(=O)C1CCCN(S(=O)(=O)c2c(C)noc2C)C1 (stereo not given),1%,1,-5%,-16%,5%,-7%,i,-11%,12%
O=C(NCc1ccco1)/C(=C/c1ccc(Cl)cc1)NC(=O)c1ccco1,-6%,-9,0%,?,-2%,0%,i,6%,-20%
COc1ccc(CNC(=O)C2CCC(=O)N2C(C)C)c(OC)c1 (stereo not given),-2%,-24,?,?,-2%,4%,i,-4%,-2%
NC(=O)Nc1cc(Cl)ccc1Cl,-9%,14,-4%,9%,8%,19%,i,-4%,13%
Cc1ccc(S(=O)(=O)N/N=C/c2ccc(C(=O)O)cc2)cc1,-7%,13,3%,13%,9%,-1%,i,2%,6%
CC(Nc1nc(-c2ccc(F)cc2)cs1)c1nc2cc(Cl)c(Cl)cc2n1CCCO (stereo not given),?,-24,?,6%,?,?,.,?,?
CN1C(=O)CSc2ccc(NC(=O)NCc3cccnc3)cc21,11%,12,-1%,4%,-1%,-6%,i,31%,5%
Cc1cc(=O)oc2cc(OCC(=O)N3CCN(C(=O)C4COc5ccccc5O4)CC3)c(Cl)cc12 (stereo not given),3%,0,8%,5%,16%,1%,i,-23%,1%
CC(=O)c1ccc(S(=O)(=O)N2CCn3cccc3C2c2ccc(C)cc2)cc1 (stereo not given),.,.,.,8%,.,-2%,i,0%,.
Cc1ccc(CSCCNC(=O)c2cccc([N+](=O)[O-])c2)cc1,-4%,-11,19%,18µM*,-2%,-10%,i,-7%,-1%
CCOc1ccc(CCNC(=O)c2cc(C)nc3ccccc23)cc1OCC,-1%,25,0%,-9%,1%,0%,i,-6%,-3%
COc1ccc(C(=O)NCCN2CCCC2)cc1[N+](=O)[O-],-2%,-2,1%,0%,7%,21%,i,4%,8%
COc1ccc(NC(=O)CSCC(=O)NCc2cccc(C(F)(F)F)c2)cc1,-7%,0,3%,-2%,0%,-2%,i,-3%,0%
CC1(C)CC(=O)C(N=Nc2cc(Cl)c(Cl)c(Cl)c2)=C(O)C1,-12%,32,12%,11%,11%,0%,i,-8%,14%
CNC(=S)NNC(=O)Cc1ccc(OC)c(OC)c1,1%,8,7%,12%,3%,0%,i,5%,6%
COc1cccc(NC2=CC(=O)CC(C)(C)C2)c1,21%,-3,9%,3%,24%,16%,i,2%,3%
Cc1ccc2c(c1)N(Cc1cccc(C#N)c1)C=NS2(=O)=O,-13%,-27,0%,5%,-8%,-15%,i,-10%,-6%
Cc1cc(-c2csc(N)n2)c(C)n1-c1ccc(Cl)c(Cl)c1,-1%,-27,11%,3%,-3%,-7%,i,-22%,-1%
Cc1nnc(SCC(=O)N/N=C/c2ccc(-c3ccc(C)c(Cl)c3)o2)s1,21%,?,?,0%,?,?,?,?,?
CCc1c(C)nc(SC(C(=O)O)c2ccccc2)c(C#N)c1C (stereo not given),5%,9,1%,4%,1%,3%,i,0%,7%

# Some of these compounds in order of molar mass, highest first.
SMILES,SW480 rerep,IL-1B inflam inh,MCF10A rereplic,KB-V1 MDR tox,HT1080 IDH1KD tx,KB-3-1 cytotox,S2 tox,ATXN2 expr inh,HT1080NT lethal
Cc1cc(=O)oc2cc(OCC(=O)N3CCN(C(=O)C4COc5ccccc5O4)CC3)c(Cl)cc12 (stereo not given),3%,0,8%,5%,16%,1%,i,-23%,1%
COc1ccc(C(=O)N2CCN(C(C)=O)CC2)cc1S(=O)(=O)NCc1ccc(Cl)cc1,-6%,12,-4%,17%,0%,15%,i,-5%,5%
CC(=O)c1ccc(S(=O)(=O)N2CCn3cccc3C2c2ccc(C)cc2)cc1 (stereo not given),.,.,.,8%,.,-2%,i,0%,.
O=C(Nc1cccnc1Cl)c1cccc(S(=O)(=O)N2CCOCC2)c1,-3%,8,-2%,-7%,1%,-2%,i,9%,15%
O=C(NCc1ccco1)/C(=C/c1ccc(Cl)cc1)NC(=O)c1ccco1,-6%,-9,0%,?,-2%,0%,i,6%,-20%
Cc1cc(-c2csc(N)n2)c(C)n1-c1ccc(Cl)c(Cl)c1,-1%,-27,11%,3%,-3%,-7%,i,-22%,-1%
Cc1ccc(S(=O)(=O)N/N=C/c2ccc(C(=O)O)cc2)cc1,-7%,13,3%,13%,9%,-1%,i,2%,6%
COc1ccc(C(=O)NCCN2CCCC2)cc1[N+](=O)[O-],-2%,-2,1%,0%,7%,21%,i,4%,8%
COc1cccc(NC2=CC(=O)CC(C)(C)C2)c1,21%,-3,9%,3%,24%,16%,i,2%,3%
NC(=O)Nc1cc(Cl)ccc1Cl,-9%,14,-4%,9%,8%,19%,i,-4%,13%
